# Screening results deposited in PubChem by Broad Institute.
# miR122 inh: blocks miR-122 activity in Huh7 sensor cells. Huh7 miR-122 Renilla luciferase sensor, 48 h; neutral wells = 0, positive control = 100. hit rate 0.3% among 340,000. activation (reporter increase), % at 12.5 µM. AID 602342;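 active means mean replicate activation score at least 90 and every replicate individually at or above 90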;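 further: higher luciferase means less miR-122 activity so hits act as miR-122 inhibitors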
# Cneo AK release: Cryptococcus neoformans lysis via adenylate kinase release; C. neoformans lysis, adenylate kinase release luminescence, 4 h; normalised: neutral wells 0, clomiphene wells 100; lysis activity, % at 15 µM; hit rate 0.2% among 360,000;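 active means mean lysis activity across replicates of at least 80%, whatever share of replicates individually reach that level; inactive means mean lysis activity below 80%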
#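 read-out = cell lysis signal | test system = log-phase Cryptococcus neoformans yeast cells | input = cells at 5 × 10^6 per mL | medium = fresh YPD growth medium | signal = luminescent adenylate kinase detection reagent | timing = 4 h at 37 °C static, read 1 h later | dosing = single dose | controls = Clomiphene as positive lysis control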
# RAD54 inh: blocks human RAD54 Holliday junction branch migration | AID 602329 | inhibition, % at 10.4 µM | hit rate 0.14% among 360,000 | FAM/BHQ fluorescence | Q92698;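 active means mean normalized replicate activity at least 40 and at least half of replicates scoring 40 or more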;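 further: 0% = median of neutral control wells and 100% = median of positive control wells; inhibitors cause a drop in the FAM fluorescence signal; in these data hits start at about 50%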
# E-sel inducer: induces E-selectin expression in human endothelial cells; HUVEC E-selectin immunofluorescence imaging; normalized: neutral wells 0, TNF-alpha wells 100; activation, % at 7.58 µM; hit rate 0.37% among 260,000; AID 686992;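 active means mean E-selectin-positive cell signal at least 10% of the positive control, reached in at least 60% of replicates, without over 20% cell loss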;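 further: in these data hits start at about 27%; measured in HUVEC primary endothelial cells; signal is the percent of cells scored E-selectin positive by PE staining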
# Target sequence (P16581 whole entry, looked up): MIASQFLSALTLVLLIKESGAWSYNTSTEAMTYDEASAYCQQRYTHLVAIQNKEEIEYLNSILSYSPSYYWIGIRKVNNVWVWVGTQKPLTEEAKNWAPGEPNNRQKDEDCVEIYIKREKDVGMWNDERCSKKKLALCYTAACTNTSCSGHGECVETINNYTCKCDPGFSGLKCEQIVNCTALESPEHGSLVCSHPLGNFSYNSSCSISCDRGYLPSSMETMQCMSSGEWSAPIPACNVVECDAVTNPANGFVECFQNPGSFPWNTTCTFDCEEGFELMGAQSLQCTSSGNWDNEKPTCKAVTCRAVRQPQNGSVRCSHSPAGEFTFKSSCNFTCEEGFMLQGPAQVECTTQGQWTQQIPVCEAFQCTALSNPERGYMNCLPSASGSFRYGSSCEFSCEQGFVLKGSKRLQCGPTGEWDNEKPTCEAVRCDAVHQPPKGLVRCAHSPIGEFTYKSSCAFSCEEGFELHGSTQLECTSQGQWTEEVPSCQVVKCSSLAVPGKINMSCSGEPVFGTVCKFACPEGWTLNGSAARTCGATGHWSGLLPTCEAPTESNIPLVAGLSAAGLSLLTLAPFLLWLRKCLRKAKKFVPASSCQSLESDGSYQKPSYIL
#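 Test system: HUVEC | Signal: Immunofluorescence imaging | Read-out: Percent E-selectin-positive cells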
# ERAP1 HTS inh: blocks human ERAP1 aminopeptidase activity; recombinant ERAP1, Leu-AMC fluorescence, 60 min; inhibition, % at 10.7 µM; hit rate 0.15% among 340,000;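 active means mean replicate inhibition of at least 30%, or all replicates individually reaching that 30% level; inactive means mean below 30% and not every replicate reaching it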;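 further: 0% = neutral control wells and 100% = L-leucinethiol positive control wells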
# PGC1a acetyl inh: lowers PGC1a acetylation signal in U2OS cells; inhibition, % at 15.6 µM; AlphaScreen anti-acetyl-lysine; with virally co-expressed GCN5 acetyltransferase; hit rate 0.17% among 350,000;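 active means every replicate shows inhibition of at least 40%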;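 further: 0% = neutral control wells and 100% = positive control wells; some results beyond the cut were filed as inactive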
# PglD DTNB: blocks C. jejuni PglD acetyltransferase activity; hit rate 0.098% among 360,000; inhibition, % at 12.5 µM; AID 602405; purified PglD enzyme, DTNB colorimetric CoA detection; in the data active means inhibition above about 16%, passing the limit was not always enough; further: strong numbers were not always called active
# RAD52 anneal inh: blocks human RAD52 DNA annealing. hit rate 0.46% among 360,000. recombinant RAD52 DNA annealing, FRET fluorescence. inhibition, % at 18.7 µM. AID 651710. P43351;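 active means every replicate showing at least 50% inhibition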
# Target sequence (P43351 whole entry, looked up): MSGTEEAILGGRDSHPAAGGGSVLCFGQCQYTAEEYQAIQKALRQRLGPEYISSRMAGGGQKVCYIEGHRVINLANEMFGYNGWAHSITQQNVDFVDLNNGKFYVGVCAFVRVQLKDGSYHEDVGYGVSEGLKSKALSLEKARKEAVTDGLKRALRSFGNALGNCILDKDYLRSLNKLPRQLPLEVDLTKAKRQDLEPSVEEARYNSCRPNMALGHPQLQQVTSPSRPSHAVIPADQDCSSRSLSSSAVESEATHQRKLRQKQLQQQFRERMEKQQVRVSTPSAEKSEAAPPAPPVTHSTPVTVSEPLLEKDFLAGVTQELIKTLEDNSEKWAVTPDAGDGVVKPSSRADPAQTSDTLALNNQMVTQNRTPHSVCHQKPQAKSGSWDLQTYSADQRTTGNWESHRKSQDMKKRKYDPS
# Active calls of the source: *; nt = no result given; & = joins results of further samples; [ ] = another dose, or the depositor's remark.
SMILES,miR122 inh,Cneo AK release,RAD54 inh,E-sel inducer,ERAP1 HTS inh,PGC1a acetyl inh,PglD DTNB,RAD52 anneal inh
O=C(Nc1ccc(Cl)c(S(=O)(=O)N2CCOCC2)c1)[C@@H]1CCCN1C(=O)c1cccs1,-4,1,6,-1.0,1,-9,2,-8
O=C(NCc1ccc2c(c1)OCO2)C1CCN(S(=O)(=O)c2cccs2)CC1,-6,-2,-3,-0.2,nt,-83,-5,nt
C[C@@H]1CCCCO[C@H](CN(C)C(=O)CCC(F)(F)F)[C@H](C)CN([C@@H](C)CO)C(=O)c2cc(NC(=O)Cc3ccccc3)ccc2O1,-8[16.7 µM],-6,5,-0.3,0,-2,0,1
COc1c(C)cc(S(=O)(=O)NC2CC(C)(C)NC(C)(C)C2)c(C)c1C,-5,0,6,nt,nt,-2,1,nt
CCn1c(=O)n(CC(=O)N(C)Cc2ccccc2)c(=O)c2ccccc21,-1,2,4,nt,nt,-15,0,nt
C[C@@H]1CN([C@@H](C)CO)S(=O)(=O)c2ccc(-c3ccncc3)cc2O[C@H]1CN(C)C(=O)c1cccc(F)c1,3[16.7 µM],-14,6,-0.2,-2,3,-4,13
O=C(C[C@H]1C/C=C/CC[C@@H](Cc2ccc(F)cc2)C(=O)OC[C@H](c2ccccc2)NC1=O)NCCO,7,0,7,-0.4,-4,-10,-1,-24
Fc1ccccc1/C=C/c1ccc2ccccc2n1,0,-27,4,nt,nt,3,2,nt
COc1ccccc1NC(=O)c1c(Nc2ccccc2F)sc(C(=O)Nc2cccc(Cl)c2)c1N,4,6,-7,nt,nt,nt,-6,nt
Clc1cccc(CN2CCN(Cc3nc(CCc4ccccc4)no3)CC2)c1,-8,-5,-7,1.7,-4,5,4,-23
Cc1ccc(-c2n[nH]c(=S)n2Cc2ccccc2)cc1,1,0,10,nt,nt,5,-1,nt
CN(C(=O)c1cc(S(=O)(=O)N2CCc3ccccc32)cn1C)C1CCCCC1,6,2,7,-0.1,2,-1,0,-1
COCC#Cc1cnc2c(c1)C(=O)N([C@H](C)CO)C[C@H](C)[C@H](CN(C)Cc1ccccc1F)O2,14[16.7 µM],-1,11,0.3,1,7,-1,-4
C[C@@H]1CN([C@H](C)CO)C(=O)Cc2cc(NC(=O)Nc3ccccc3)ccc2O[C@@H]1CN(C)Cc1ccc2c(c1)OCO2,-14[16.7 µM],8&5,-2&6,4.3&0.0,2&-1,-6&-2,3&1,20&-18
O=C(CN(Cc1ccccc1)S(=O)(=O)c1ccc(Cl)cc1)NCC1CCCO1 (stereo not drawn),-8,-1,2,0.3,2,-6,5,-6
COc1ccc(CNc2nn[nH]n2)cc1OC,8,-2,2,nt,nt,-6,2,nt
COc1ccc(NC(=O)Nc2ccc3c(c2)C(=O)N([C@H](C)CO)C[C@H](C)[C@@H](CN(C)C(=O)CCCN(C)C)OCCCC[C@@H](C)O3)cc1,-4[16.7 µM],2,5,0.1,1,-1,1,22
C[C@@H]1CN([C@H](C)CO)C(=O)c2cc(C#CC3CCCC3)cnc2O[C@@H]1CN(C)C(=O)Cc1ccccn1,24[16.7 µM],65,-2,-0.2,-1,-9,2,-7
COc1ccc(C#Cc2cnc3c(c2)C(=O)N([C@H](C)CO)C[C@H](C)[C@H](CN(C)C(=O)Nc2cccc4ccccc24)O3)cc1OC,nt,-6,-3,-0.3,2,-4,8,-2
Cc1oc(-c2ccccc2)nc1C(=O)Nc1nccs1,10,2,-11,nt,nt,-1,-3,nt
N#CC1=C(N)OC2=C(C(=O)CCC2)C1Cc1ccccc1 (stereo not drawn),-3,-2,2,nt,nt,14,-1,nt
COc1ccc(C(=O)NC23CC4CC(CC(C4)C2)C3)cc1OC,-4,0,-2,-0.2,12,nt,-1,-12
COc1ccc(N(C(=O)c2snc(C(N)=O)c2N)C(CC(C)C)C(=O)NCC2CCCO2)cc1 (stereo not drawn),-8,-1,3,nt,-1,2,-4,-5
Cc1c(N=C2C=CC(=O)c3ccccc32)c(=O)n(-c2ccccc2)n1C,nt,nt,nt,9.2,6,-2,nt,12
Cc1ccc(S(=O)(=O)Nc2ccc3c(c2)C(=O)N([C@@H](C)CO)C[C@H](C)[C@@H](CN(C)S(=O)(=O)c2cccs2)OCCCC[C@H](C)O3)cc1,15[16.7 µM],-3,-1,0.0,1,-8,-3,13
O=C(Nc1ccccc1F)N1CCCCN2[C@@H](CO)[C@H](c3ccc(-c4cccnc4)cc3)[C@@H]2C1,9[16.7 µM],0,-5,-0.3,0,-1,-13,-6
C=CCNC(=S)NNC(=O)c1cc(Cl)ccc1OC,8,0,-2,0.5,2,11,5,-10
COC(=O)CN(c1ccc(OC)cc1)S(=O)(=O)c1ccc(OC)c(OC)c1,6,6,6,nt,nt,-8,2,nt
CNC(=S)N1CCN(c2ccccn2)CC1,77,-4,5,nt,2,nt,0,-5
O=C(NC1CCCC1)N1CCCCN2[C@@H](CO)[C@@H](c3ccc(-c4ccccc4)cc3)[C@@H]2C1,5[16.7 µM],2,0,-0.3,-2,-5,0,-14
CCOC(=O)C1=C[C@@H](C(C)C)N(S(=O)(=O)c2ccc(C)cc2)[C@H]1c1ccccc1F,-6,0,-1,-0.2,-3,-43,1,-7
Cc1ccc(S(=O)(=O)NC(CC(C)C)C(=O)Nc2nccs2)cc1 (stereo not drawn),6,2,13,nt,nt,-11,-5,nt
CCN(CC)CCCN=C1N[C@@H](c2ccccc2)C(C(=O)OC)=C(C)N1CC,-1,0,-13,0.1,63*,-3,-2,-10
CCN1CCN(C(=O)CN2C(=O)c3ccccc3S2(=O)=O)CC1,nt,-2,2,-0.1,-2,nt,0,-9
CCCN1[C@@H]2Cn3c(ccc(-c4cccc(F)c4)c3=O)[C@H]1[C@@H](C(=O)NCC1CC1)[C@@H]2CO,nt,0,-15,-1.6,-1,nt,-1,7
COc1ccnc(Oc2ccc(F)cc2)c1C(=O)N/C=N/OCc1ccccc1,1,nt,nt,nt,3,6,nt,-10
CSc1cccc(N2CC(C(=O)N(Cc3nnc(-c4ccccc4Cl)o3)C3CC3)CC2=O)c1 (stereo not drawn),nt,0,1,-0.8,-1,nt,-5,-1
CC=Cc1ccc2n(c1=O)C[C@@H]1[C@@H](CO)[C@H](C(=O)NC3CCCCC3)N(C(=O)C3CC3)[C@H]21 (mixture of isomers),nt,28,2,-0.3,0,nt,2,2
CCOc1cccc(C(=O)NC2=NCCS2)c1,10,-4,-2,-0.2,-3,-2,2,-2
CO[C@H]1CN(C)C(=O)c2ccc(NC(=O)C3CC3)cc2OC[C@H](C)N(C(C)=O)C[C@@H]1C,nt,nt,nt,0.3,-1,-3,nt,14
CCC(=O)Nc1ccc(C(=O)NNC(=O)c2ccc(Cl)cc2)cc1,nt,0,4,nt,-2,nt,4,-24
Nc1ncnc2nc(SCCc3ccccc3)[nH]c12,3,1,0,nt,nt,6,8,nt
O=C(Nc1ccc2c(c1)[C@@H]1C[C@H](CC(=O)N3CCc4ccccc4C3)O[C@H](CO)[C@@H]1O2)C1CCC1,-5[16.7 µM],-2,6,-0.1,-1,-6,1,-2
Cc1cccnc1Nc1nc(-c2ccccn2)cs1,-31,-1,4,nt,nt,-47,0,nt
COc1ccccc1CN1CC(C(=O)N(C)Cc2ccc(C)o2)CCC1=O (stereo not drawn),-4,3,-8,nt,2,6,-1,-11
Cc1ccc(-c2ccc([C@H]3[C@@H](CO)N4C(=O)CN(C(=O)Nc5cccc(F)c5)C[C@@H]34)cc2)cc1,nt,nt,nt,0.0,0,7,nt,-3
C/C(=C\COc1ccc2ccc(=O)oc2c1)CC[C@@H](O)C(C)(C)O,-5,2,2,-0.1,nt,7,-2,-12
Cc1cccc(N2CCN(C(=O)C3CCCCC3)CC2)c1C,1,2,10,nt,nt,-18,3,nt
COc1ccc2oc(=N)c(C(=O)Nc3cccc(C)c3C)cc2c1,-3,0,-1,nt,1,-6,-5,-12
COC(=O)CSc1ccc2nnc(-c3ccc(OC)c(OC)c3)n2n1,9,0,11,0.4,-6,12,1,-8

# 4 records drawn at random from the list so far, as already listed:
SMILES,miR122 inh,Cneo AK release,RAD54 inh,E-sel inducer,ERAP1 HTS inh,PGC1a acetyl inh,PglD DTNB,RAD52 anneal inh
CCC(=O)Nc1ccc(C(=O)NNC(=O)c2ccc(Cl)cc2)cc1,nt,0,4,nt,-2,nt,4,-24
Cc1cccnc1Nc1nc(-c2ccccn2)cs1,-31,-1,4,nt,nt,-47,0,nt
Cc1cccc(N2CCN(C(=O)C3CCCCC3)CC2)c1C,1,2,10,nt,nt,-18,3,nt
COc1ccc2oc(=N)c(C(=O)Nc3cccc(C)c3C)cc2c1,-3,0,-1,nt,1,-6,-5,-12

# Further records follow.
SMILES,miR122 inh,Cneo AK release,RAD54 inh,E-sel inducer,ERAP1 HTS inh,PGC1a acetyl inh,PglD DTNB,RAD52 anneal inh
CCn1c(Cc2ccccc2)nnc1SCC(=O)Nc1ccccc1F,4,nt,nt,1.5,-8,nt,nt,-8
OC(COCc1ccco1)CN1CCN(c2ccccc2)CC1 (stereo not drawn),-5,-1,15,nt,nt,-4,4,nt
COc1cccc(Nc2nc(C(N)Cc3ccc(C(F)(F)F)cc3)cs2)n1 (stereo not drawn),-17,3,-5,-0.3,-1,-14,11,-63
O=C(NCc1ccccc1C(F)(F)F)C1CC(c2ccccc2[N+](=O)[O-])=NO1 (stereo not drawn),13,-1,2,0.0,0,-6,-1,-11
c1ccc(SCc2nc3ccccc3s2)nc1,9,-3,-6,0.4,1,2,-22,-17
COC(C[C@@H](O)[C@H](C)[C@@H](O)COCc1ccccc1)OC,1,-4,-9,0.4,0,-9,0,7
COc1ccc(N(CC(=O)NCc2cccs2)S(=O)(=O)c2ccc(C(C)=O)cc2)cc1,14,1,5,-0.1,-1,-11,-5,-14
Cc1nn(CC(=O)Nc2nc3ccccc3s2)c(C)c1[N+](=O)[O-],0,0,-5,nt,nt,3,4,nt
COc1cccc(NC(=O)c2oc3ccccc3c2NC(C)=O)c1,8,1,1,nt,4,7,3,-8
COc1ccc(N(CC(=O)NCc2ccco2)S(C)(=O)=O)c(OC)c1,nt,nt,nt,0.0,-2,-2,nt,-8
CCNC(=O)C1(C)CCN(Cc2cccc(C(F)(F)F)c2)C1 (stereo not drawn),6,0,2,-0.1,-2,-6,-3,-3
C[C@@H]1CCCCO[C@H](CN(C)C(=O)c2ccccc2)[C@H](C)CN([C@@H](C)CO)C(=O)c2cc(NC(=O)CCC(F)(F)F)ccc2O1,0[16.7 µM],-3,0,-0.2,-1,0,3,24
CCOC(=O)C1CCN(CC(C)(C)NS(=O)(=O)c2ccccc2)CC1,-1,1,2,15,4,-12,2,0
Cc1ccc(Cn2nc(C)c(C(=O)N3CCN(S(=O)(=O)/C=C/c4ccccc4)CC3)c2C)cc1,nt,nt,nt,-0.3,-2,5,nt,-17
COc1cc(OC)cc(C(=O)NC(=S)Nc2ccc3oc(=O)ccc3c2)c1,-4,0,6,nt,0,2,1,0
COc1ccccc1NC(=O)COC(=O)c1c(NC(C)=O)sc(C)c1C,2,0,-4,1.2,-2,nt,-2,-64
O=C(NCCCCCNC(=O)c1ccccn1)c1ccccn1,-6,1,0,1.7,-4,nt,8,-8
O=C(CNC(=O)c1ccc(F)cc1)NCc1ccccn1,-9,1,1,nt,-1,6,-3,-5
O=C(CCC(NC(=O)OCc1ccccc1)C(=O)O)OCc1ccccc1 (stereo not drawn),24,-7,-5,0.1,0,-3,-9,-8
CO[C@@H]1CN(C)C(=O)c2cc(NC(=O)C3CCC3)ccc2OC[C@@H](C)N(Cc2cccnc2)C[C@@H]1C,nt,2,-2,0.1,4,-5,5,1
